CHO-K1 Ca ag: counter-screen for M1 agonists: effect in parental CHO-K1 cells; Fluo-8 calcium fluorescence; scaled to maximal ATP response, vehicle zero; activation, % at 3 µM; 360,000 tested, 0.48% active; AID 602248; in the data active = activation above about 15%;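 note: untransfected CHO-K1 host cells lacking M1 receptor as counterscreen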
GPR7 antagonist: human neuropeptides B/W receptor 1 antagonism; inhibition, % at 4.4 µM; P48145; 290,000 tested, 1.1% active; AID 1861; GPR7-expressing cells, fluorescence antagonist assay; in the data active = inhibition above about 16%, passing the limit was not always enough;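 note: cells stimulated with the agonist NPW; 0% = agonist with vehicle and 100% = vehicle without agonist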
Target sequence (P48145 whole entry, looked up): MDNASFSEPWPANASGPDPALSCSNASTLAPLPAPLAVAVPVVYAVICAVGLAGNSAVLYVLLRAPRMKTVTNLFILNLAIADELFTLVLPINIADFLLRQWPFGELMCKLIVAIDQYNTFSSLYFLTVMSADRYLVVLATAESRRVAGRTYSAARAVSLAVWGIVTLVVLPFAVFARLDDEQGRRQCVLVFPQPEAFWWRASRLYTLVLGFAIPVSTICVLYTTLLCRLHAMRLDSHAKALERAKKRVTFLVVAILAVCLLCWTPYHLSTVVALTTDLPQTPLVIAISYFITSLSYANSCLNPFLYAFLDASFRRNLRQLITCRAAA
CHO parental Ca: signal in parental CHO cells, OX1R antagonist counter-screen; parental CHO-K1, ATP-induced calcium, Fluo-8 fluorescence; inhibition, % at 5.6 µM; 330,000 tested, 0.63% active; AID 463079;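 active = inhibition above that plate's mean sample inhibition plus 3 SD, cut at about 26% in these data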;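 note: 0% = ATP-challenged DMSO wells and 100% = DMSO wells without ATP; some compounds past the cut are filed as inactive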
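Assay system: parental CHO cells; Read-out basis: percent inhibition of ATP-evoked calcium rise, normalized to controls; Benchmarks: ATP and no-ATP DMSO wells; Compound dosing: single nominal dose of 5.6 µM per compound; Signal: Fluo-8 calcium dye fluorescence; Also added: ATP as calcium-mobilizing challenge; Repeats: singlicate.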
M1 PAM parental: nonselective activator or artifact in parental CHO-K1 calcium assay; ATP EC20, Fluo-8 calcium fluorescence; 0% at ATP EC20, 100% at ATP max; activation, % at 3 µM; 360,000 tested, 0.02% active; AID 602247;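 active = activation above the run cutoff, the mean activation of all test compounds plus 3 SD, cut at about 40% in these data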;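 note: peak over basal fluorescence ratio in a 140 s read after ATP addition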
V1R ag counter: activates human V1a receptor in oxytocin agonist counter-screen; P37288; CHO-V1R cells, Fluo-8 calcium fluorescence, agonist mode; 0% DMSO, 100% 3 nM vasopressin; activation, % at 3 µM; 320,000 tested, 0.25% active;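 active = activation above the mean activation of all tested compounds plus 3 SD, per screening run, cut at about 20% in these data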;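 note: signal is peak over basal fluorescence ratio across a 100 second FLIPR read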
OXTR ag: activates the human oxytocin receptor; CHO-OTR cells, Fluo-8 calcium fluorescence; normalized: DMSO 0%, oxytocin 100%; activation, % at 3 µM; 320,000 tested, 0.32% active; AID 2435;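 active = activation above the mean of all tested compounds plus 3 SD, cutoff set per screening run, cut at about 20% in these data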;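 note: peak over basal fluorescence ratio from a 100 s FLIPR kinetic read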
Target sequence (P30559 whole entry, looked up): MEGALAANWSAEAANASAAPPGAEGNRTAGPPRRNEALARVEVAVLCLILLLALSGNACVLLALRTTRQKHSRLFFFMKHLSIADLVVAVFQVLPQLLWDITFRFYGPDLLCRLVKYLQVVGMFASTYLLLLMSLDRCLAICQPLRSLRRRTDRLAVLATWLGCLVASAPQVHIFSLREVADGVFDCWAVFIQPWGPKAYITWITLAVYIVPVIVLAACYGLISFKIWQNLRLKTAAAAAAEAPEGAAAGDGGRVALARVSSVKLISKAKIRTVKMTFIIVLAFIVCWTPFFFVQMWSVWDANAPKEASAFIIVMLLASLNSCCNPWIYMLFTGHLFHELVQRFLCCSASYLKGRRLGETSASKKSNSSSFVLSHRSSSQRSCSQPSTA
OXTR potentiator: potentiators of human oxytocin receptor; P30559; CHO-OTR cells, Fluo-8 calcium fluorescence, potentiator mode; 0% = oxytocin EC15, 100% = EC100; activation, % at 3 µM; 320,000 tested, 0.061% active; AID 2445;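 active = activation above that plate's cutoff, the mean activation of tested compounds plus 3 SD, cut at about 6.6% in these data, passing the limit was not always enough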;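 note: 100% uses oxytocin at 75 nM as the full agonist control; some results filed as inactive read as strong as hits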
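assay system = CHO-OTR cells, human receptor | schedule = compound 6 min at room temperature before oxytocin, 100 s read | detection = Fluo-8 intracellular calcium fluorescence, ex 470-495, em 515-575 nm | evaluation = normalized max/min fluorescence ratio, % activation | control set = EC15 oxytocin alone as 0%, 75 nM oxytocin (EC100) as 100%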
CHO-K1 Ca antag: M1 antagonist counterscreen hit in parental CHO-K1 cells | ATP-induced calcium, Fluo-8 fluorescence | inhibition, % at 3 µM | 360,000 tested, 0.6% active | AID 602250;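 active = inhibition above a per-plate cutoff, the plate's mean sample inhibition plus 3 SD, cut at about 24% in these data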;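 note: 0% = DMSO plus EC80 ATP and 100% = DMSO alone without ATP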
TAAR1 antag: human TAAR1 antagonism; CHO RD-HGA16 TAAR1, Fluo-8 calcium fluorescence, antagonist; inhibition, % at 3 µM; AID 624466; 360,000 tested, 1.5% active; Q96RJ0;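 active = inhibition above a per-plate cutoff, the mean inhibition of test compounds on that plate plus 3 SD, cut at about 49% in these data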;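 note: 0% = DMSO plus EC80 beta-PEA response and 100% = DMSO alone without agonist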
Target sequence (Q96RJ0 whole entry, looked up): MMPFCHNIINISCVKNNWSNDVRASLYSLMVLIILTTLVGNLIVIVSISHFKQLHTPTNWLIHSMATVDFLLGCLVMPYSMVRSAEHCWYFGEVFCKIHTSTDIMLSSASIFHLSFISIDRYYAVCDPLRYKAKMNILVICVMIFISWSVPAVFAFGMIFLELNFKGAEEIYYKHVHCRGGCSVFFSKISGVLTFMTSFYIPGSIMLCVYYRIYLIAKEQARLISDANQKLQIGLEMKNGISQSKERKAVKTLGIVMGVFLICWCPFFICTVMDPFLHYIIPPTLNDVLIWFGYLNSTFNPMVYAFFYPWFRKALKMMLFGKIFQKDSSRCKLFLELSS
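Test system: RD-HGA16 CHO cells with stable hTAAR1 and Gα16 / Probe or stimulus: EC80 β-phenethylamine stimulus / Times: seeding 17-24 h prior, 75-min 37 °C, 30-min RT dye loading / Detection: Fluo-8 calcium-sensitive fluorescence / Read-out basis: % inhibition scaled between DMSO and EC80 PEA controls / Repeats: singlicate, one well per test compound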
* marks the source's active call; other numbers are inactive results; / = no result given.

SMILES	CHO-K1 Ca ag	GPR7 antagonist	CHO parental Ca	M1 PAM parental	V1R ag counter	OXTR ag	OXTR potentiator	CHO-K1 Ca antag	TAAR1 antag
COc1ccc(NC2CCCN(C(=O)CCc3ccncc3)C2)cc1OC (stereo unspecified)	-0.7	-2	-9	16	0.2	-1.5	-20	-10	-30
O=C(COc1ncnc2c(Cl)cc(Cl)cc12)N1CCCCC1	0.4	-2	-12	8	0.7	1.3	2	-6	10
CC(C)(C)C(=O)NC1CC2CCCC(C1)N2C(=O)Nc1ccc(Cl)cc1 (stereo unspecified)	0.8	-10	3	18	1.2	0.9	1	-5	11
COC(=O)CSc1nc(N2CCCCC2)c2c(c1C#N)CCCC2	0.3	-15	14	8	1.0	-1.1	-9	-14	-1
COc1cccc(CN(C)C(=O)CNC(=O)c2sc3ccccc3c2Cl)c1OC	3.6	/	-45	-5	3.1	1.2	-19	-5	9
CCn1c(=N)c(S(=O)(=O)c2ccc(F)cc2)cc2c(=O)n3ccccc3nc21	-0.1	6	-22	6	-0.5	-0.6	4	-9	-4
C=CC[C@@H](CC(=O)N[C@H](CO)Cc1ccccc1)C(=O)N[C@@H](COC(=O)[C@@H](CC=C)Cc1ccc(F)cc1)Cc1ccccc1	0.7	/	-31	3	1.6	1.0	-9	-3	-14
CC(C)[C@H](NC(=O)c1ccco1)C(=O)OCC(=O)Nc1ccc(Cl)c(S(=O)(=O)N(C)C)c1	8.3	-3	-11	8	2.4	0.7	-6	-6	-36
COCC(=O)N1CCCC(C(=O)c2ccc3c4c(cccc24)CC3)C1 (stereo unspecified)	0.7	-6	-22	18	-0.4	-0.2	-5	-15	-40
O=C1NC(=Nc2ccccc2Cl)SC1(CO)CO	-0.9	-4	/	-24	/	/	/	19	-19
COc1ccccc1-c1cc(C(F)(F)F)nc(S(=O)(=O)CCCC(=O)Nc2cc(C)on2)n1	-0.6	10	-8	24	-1.5	-1.8	-8	-11	-5
CC1=NNC(=O)C1CC(=O)N/N=C/C(Br)=C/c1ccccc1 (stereo unspecified)	4.8	20	-4	16	0.7	1.6	8	-7	-7
CCc1nnc(SCC(=O)Nc2ccccc2)nc1CC	1.3	7	-14	20	1.2	1.1	-4	-22	-7
COc1ccc(CNC(=O)COC(=O)c2c(NC(C)=O)sc(C)c2C)cc1	0.1	/	-23	16	-0.4	-0.1	-2	-19	2
O=C(CSCc1c(Cl)cccc1Cl)Nc1ccc2c(c1)OCO2	0.6	3	-14	5	2.3	-0.8	-11	-6	38
O=C(O)C1CC(=O)N(Cc2cccnc2)C1 (stereo unspecified)	0.1	-2	1	-4	0.0	-0.1	-5	6	-6
COc1ccc(C(=O)NCc2ccc3c(c2)cc(C)n3C)cc1	3.4	23*	-9	10	-0.7	-0.1	-7	-2	-27
CCOC(=O)c1c(N2C(=O)C3C4C=CC(O4)C3C2=O)sc2c1CCCC2 (stereo unspecified)	0.5	6	-3	-7	0.1	-0.7	-5	15	-7
CC(=O)Nc1sc2c(c1C(N)=O)CCCC2	-0.2	-17	0	4	0.6	-0.8	-8	-13	-9
C=CCn1c(N)cc(=O)nc1SCC(=O)N(c1ccccc1)c1ccccc1	0.9	-21	-9	14	0.5	0.3	-3	-13	16
COc1ccc(S(=O)(=O)N2CC(O)CC2C(=O)OCc2nc3sc(C)c(C)c3c(=O)[nH]2)cc1 (stereo unspecified)	4.0	-7	-11	18	1.8	-1.0	-6	-6	0
CC(C)CCNC(=O)c1ccc2nc[nH]c2c1	0.8	-6	-2	10	0.3	1.2	-1	8	4
CCCCn1c(SCC(=O)N2CCCC2)nc2cc(S(N)(=O)=O)ccc21	1.3	-6	-2	3	0.1	0.3	-3	-15	-21
COc1ccc(NC(=O)NS(=O)(=O)c2ccc(C)cc2)cc1OC	0.5	/	-5	-11	1.1	1.6	2	3	3
CC(C)C[C@@H]1Cc2[nH][nH]c(=O)c2[C@H](CCc2ccccc2)O1	0.8	/	/	11	/	/	/	-3	-21
CC(=O)Oc1ccc2c(=O)c(N3C(=O)c4ccccc4C3=O)c(C)oc2c1C	0.2	-3	-6	11	-0.7	3.1	2	2	-14
Nc1nc2nc(-c3ccc(Cl)cc3)cc(C(F)(F)F)n2n1	-1.0	-4	-26	6	-1.3	-1.3	0	-16	/
CC(C)(C)n1nnnc1C(c1cccc(C#N)c1)N1CCCCCC1 (stereo unspecified)	0.4	1	-26	-6	-1.2	-2.3	4	7	-1
Nc1nonc1-n1nnc(C(=O)N/N=C/c2c(Cl)cccc2Cl)c1CN1CCOCC1	0.4	4	8	1	0.3	-1.3	-12	0	-1
C=CCn1c(SCc2cc(=O)n3cc(C)ccc3n2)nnc1-c1ccc(F)cc1	1.4	9	-16	10	3.8	0.7	-5	-1	-3
Cn1c(-c2ccccc2)cnc1NCc1cc(Cl)ccc1O	1.4	5	/	8	/	/	/	3	15
CN(C)c1ccc(-c2nc3cc(N)ccc3o2)cc1	-0.4	-10	/	-11	/	/	/	5	-3
COc1cccc(Nc2nc(-c3cccnc3)cs2)c1	2.0	-12	-3	26	-1.9	-2.1	1	-16	18
O=C(O)C1CN(C(=O)c2ccccc2)c2cc(Cl)ccc2O1 (stereo unspecified)	-0.5	-14	0	-33	-0.2	-1.3	1	-6	2
Cc1ccc(-c2nnc(COC(=O)c3cccs3)o2)cc1	1.4	-5	-2	-2	3.8	-1.0	-7	-2	-26
COc1ccc(N2C(=O)CC(NC3CCCCNC3=O)C2=O)cc1 (stereo unspecified)	0.2	-1	-5	8	1.3	0.1	-14	-4	4
CN(Cc1ccccc1)C(=O)COC(=O)C1CCN(S(=O)(=O)c2cccs2)CC1	3.7	-9	1	1	2.5	1.6	-1	-2	-15
CC(C)Cn1c(C23CC4CC(CC(C4)C2)C3)n[nH]c1=S	0.3	-23	26	-4	-0.5	-2.9	-16	-8	6
CCOC(=O)Cc1csc(NC(=S)NC(=O)c2cccc([N+](=O)[O-])c2)n1	0.6	-9	-5	17	0.4	-0.3	0	-5	-11
COC(=O)C1=C(N)Oc2cc(C)[nH]c(=O)c2C1c1cccnc1 (stereo unspecified)	0.5	-7	-4	27	-0.2	-0.4	-9	-11	-3
O=C(c1cccc(S(=O)(=O)N2CCCCC2)c1)N1CCN(c2ccccc2)CC1	0.8	-3	/	-26	/	/	/	15	-6
CCOc1ccc(N(C(=O)c2snc(C(N)=O)c2N)C(C(=O)NC2CCCC2)c2ccncc2)cc1 (stereo unspecified)	0.0	-15	-18	1	0.8	-1.2	-5	-10	-12
COc1ccc(C2=Nc3nc(-c4ccccc4)cn3C(c3ccc(OC)cc3)C2)cc1 (stereo unspecified)	0.2	-3	/	4	/	/	/	-2	-8
Clc1ccc(-n2cnnn2)cc1	-0.1	-3	0	6	-0.4	0.9	9	-8	-4
COc1ccc(C(=O)CCC(=O)N2CCN(c3ccc(N4CCOCC4)nn3)CC2)cc1	0.4	-4	-1	19	-0.7	-0.1	2	-6	0
NC(=S)N/N=C1\CC(c2ccc3c(c2)OCCO3)Oc2ccc(F)cc21 (stereo unspecified)	1.2	-15	-9	9	1.3	-0.2	-7	2	7
Cc1cccc(N2CCN(S(=O)(=O)c3ccc4c(c3)CCCN4C(=O)C3CCC3)CC2)c1C	0.2	12	-17	22	-0.9	-1.5	-16	-16	-11
Cc1nnsc1C(=O)Nc1cccc(Cl)c1C	0.8	-10	-6	17	-0.8	-0.6	-3	-9	-21
Cc1nnc(NCc2cccc(Cl)c2)c2ccccc12	1.2	0	-22	5	2.1	-0.5	-6	-9	-4
Cn1c(-c2ccc(Br)cc2)cnc1NCc1ccc(C#N)cc1	0.4	6	1	6	-0.2	-1.0	-10	-11	-24

A second format for part of the listing above.
CCOc1ccc(N(C(=O)c2snc(C(N)=O)c2N)C(C(=O)NC2CCCC2)c2ccncc2)cc1 (stereo unspecified)
  CHO-K1 Ca ag: 0.0
  GPR7 antagonist: -15
  CHO parental Ca: -18
  M1 PAM parental: 1
  V1R ag counter: 0.8
  OXTR ag: -1.2
  OXTR potentiator: -5
  CHO-K1 Ca antag: -10
  TAAR1 antag: -12

COc1ccc(C2=Nc3nc(-c4ccccc4)cn3C(c3ccc(OC)cc3)C2)cc1 (stereo unspecified)
  CHO-K1 Ca ag: 0.2
  GPR7 antagonist: -3
  CHO parental Ca: /
  M1 PAM parental: 4
  V1R ag counter: /
  OXTR ag: /
  OXTR potentiator: /
  CHO-K1 Ca antag: -2
  TAAR1 antag: -8

Clc1ccc(-n2cnnn2)cc1
  CHO-K1 Ca ag: -0.1
  GPR7 antagonist: -3
  CHO parental Ca: 0
  M1 PAM parental: 6
  V1R ag counter: -0.4
  OXTR ag: 0.9
  OXTR potentiator: 9
  CHO-K1 Ca antag: -8
  TAAR1 antag: -4

Other results
SMILES	CHO-K1 Ca ag	GPR7 antagonist	CHO parental Ca	M1 PAM parental	V1R ag counter	OXTR ag	OXTR potentiator	CHO-K1 Ca antag	TAAR1 antag
COc1ccc(OC)c(NC(=O)c2ccc(NS(=O)(=O)c3c(C)noc3C)cc2)c1	0.1	0	-10	10	-0.1	0.0	-4	-3	-9
CCN(C(=O)CSc1nnc(-c2cccs2)n1CC)C1CCS(=O)(=O)C1 (stereo unspecified)	0.4	-16	-9	8	0.4	0.2	-1	-1	-12
CCC1(C)CC(c2csc(N)n2)CCO1 (stereo unspecified)	0.4	-10	-2	14	0.1	0.7	3	-8	1
Cc1ccc(NC(=O)C(=O)c2ccc(C)cc2)cc1	0.9	0	3	14	-0.3	-1.6	0	-16	1
O=C1CCNCCN1[C@H](CO)c1ccccc1	0.4	1	15	13	4.7	0.4	-3	-9	4
Cc1c(C(=O)NCCN2C(=O)S/C(=C\c3cccs3)C2=O)cccc1[N+](=O)[O-]	1.3	-8	-2	23	8.6	3.2	-16	-9	21
O=C(NCc1ccccc1)c1sc(=S)n2c1[nH]c(=O)c1ccccc12	0.9	6	-1	-5	13	21*	-23	2	3
O=C(C1CCCN(Cc2cccc(F)c2)C1)N1CCCCC1 (stereo unspecified)	0.6	3	-13	25	-0.3	0.5	6	-5	7
COCc1c(C(=O)OCc2c(C)noc2C)oc2ccccc12	1.3	-10	-10	-9	2.1	0.9	-9	-8	-15
O=C(CCCc1ccccc1)NC1CCSC1=O (stereo unspecified)	0.2	-4	-7	11	0.2	-0.1	-1	-20	-13
Nc1cc(=O)nc(SCC(=O)Nc2ccccc2)n1-c1ccccc1	0.1	-1	-5	14	0.7	0.2	-4	-3	-31
Cc1ccc(S(=O)(=O)CC(=O)Nc2cccc(C)n2)cc1	0.4	-1	5	-20	1.7	0.5	-8	-1	-9
N#CCc1ccc(OC(=O)c2cccnc2Cl)cc1	0.2	/	-33	5	0.7	0.1	3	-10	-11
